# Screens deposited in PubChem BioAssay by National Center for Advancing Translational Sciences (NCATS).
# TDP1 cell noCPT = qHTS for Inhibitors of human tyrosyl-DNA phosphodiesterase 1 (TDP1): qHTS in cells in absence of CPT | 420,000 compounds, 15% hits | DT40 Tdp1-/- hTDP1 cells, no CPT, ATP luminescence, 48 h | Potency, µM (titrated, usually from 46.2 µM), for inactives: at the highest dose activity change, negative = growth inhibition, usual class: inhibitors | AID 686978, 2013; also: nearly all actives have a fitted effect of over 55% in size
#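 Chicken DT40 Tdp1-/- cells stably complemented with human TDP1 were seeded at 400 cells/well with DMSO in place of 20 nM camptothecin. After compound pinning, cells grew at least 48 hr at 37 °C; viability read by CellTiter-Glo luminescence.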
# TDP1 inh = qHTS Assay for Inhibitors of Tyrosyl-DNA Phosphodiesterase (TDP1). Tyrosyl-DNA phosphodiesterase 1 (Homo sapiens), Q9NUW8. recombinant TDP1, AlphaScreen DNA substrate cleavage. Potency, µM (series often up to 130 µM), for inactives: at the top dose activity change, negative = inhibition, most hits filed as inhibitors. 350,000 compounds, 0.28% hits; also: nearly all actives have a fitted effect of over 40% in size
# Target sequence (Q9NUW8 whole entry, looked up): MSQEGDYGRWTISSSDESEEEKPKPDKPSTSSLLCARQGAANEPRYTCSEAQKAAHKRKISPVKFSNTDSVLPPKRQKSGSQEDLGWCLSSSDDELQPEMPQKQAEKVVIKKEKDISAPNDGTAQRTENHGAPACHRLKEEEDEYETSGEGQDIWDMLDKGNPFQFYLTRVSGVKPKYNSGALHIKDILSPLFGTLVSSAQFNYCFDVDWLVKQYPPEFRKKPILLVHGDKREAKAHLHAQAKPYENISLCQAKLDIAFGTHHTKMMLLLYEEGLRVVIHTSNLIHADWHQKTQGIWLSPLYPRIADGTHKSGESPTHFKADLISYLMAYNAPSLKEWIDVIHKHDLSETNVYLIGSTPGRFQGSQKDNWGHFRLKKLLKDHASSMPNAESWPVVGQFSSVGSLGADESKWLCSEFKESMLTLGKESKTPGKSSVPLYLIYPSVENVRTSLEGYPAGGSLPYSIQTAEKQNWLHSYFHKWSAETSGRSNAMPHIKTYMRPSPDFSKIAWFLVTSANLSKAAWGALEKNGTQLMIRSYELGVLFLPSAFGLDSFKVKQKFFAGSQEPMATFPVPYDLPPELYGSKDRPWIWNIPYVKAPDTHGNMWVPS
#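 Here, a 5' biotin and 3' phosphotyrosine-FITC DNA oligonucleotide reports Tdp1 activity: intact substrate bridges AlphaScreen beads, while cleavage leaves a 3' phosphate and drops signal. All incubations at room temperature.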
# N370S GC mod = qHTS Assay for Inhibitors and Activators of N370S glucocerebrosidase as a Potential Chaperone Treatment of Gaucher Disease; Lysosomal acid glucosylceramidase (Homo sapiens), P04062; N370S GC spleen homogenate, 4MU-glucoside fluorescence; Potency, µM (series often up to 59.4 µM), for inactives: at the top dose activity change, negative = inhibition, hits mostly inhibitors; 330,000 compounds, 0.092% hits; AID 2101, 2009;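 also: 0% = full enzyme activity and -100% = no enzyme basal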
# * hit, by the source's call; ? = inconclusive; · = not tested or not shown; & = joins results of further samples; [ ] = another dose, or the depositor's remark. Calls follow the shape of the dose curve; as a rule, active = well fitted curve in the direction sought with a large enough effect; inconclusive = small, poorly fitted or top-dose-only effect, or another doubt; inactive = no such curve, though single readings can be large; an effect the other way counts as inactive or inconclusive. Unless noted, % is scaled to controls: 0 for no effect and ±100 for the full control effect; potency is read from the fitted curve at half-maximal effect.
SMILES,TDP1 cell noCPT,TDP1 inh,N370S GC mod
Oc1ccc(NC(=S)N=Nc2c(O)[nH]c3ccccc23)cc1,?,8%,-16%
CC(=O)Nc1ccc(S(=O)(=O)N2CCC(c3nnc(-c4ccc(C)cc4)o3)CC2)cc1,21µM*,6%,-6%
Cn1c(SCC(=O)c2ccc3c(c2)NC(=O)CO3)nc2ccccc21,?,-5%,-5%
CCCCNS(=O)(=O)c1ccc2nc(-c3cccnc3)cc(C(=O)NCCCOCC)c2c1,-27%,3%&5%,-4%
CC(C)c1ccc(S(=O)(=O)N2CCCCC2)cc1,5%,-5%,7%
COc1cccc(NC(=O)Nc2ccncc2)c1,-23%,3%,-21%
Cc1cc(-c2ccccc2)nc(N/N=C/c2ccc([N+](=O)[O-])cc2)n1,?,9%,-5%
Cc1ccc(-c2nc(CCNC(=O)C(=O)Nc3ccc(C)c(Cl)c3)cs2)cc1,?,-1%,·
COc1ccc(N2C(=O)CS/C2=C\[N+](=O)[O-])cc1,?,10%,-9%
CCN(CC)c1nn2c(=O)c(C(=O)NCCc3cccc(C)c3)cnc2s1,?,5%,·
O=C(NCc1ccccc1)C1CCCN(S(=O)(=O)c2cccnc2)C1 (configuration not stated),-21%,1%,5%
Cc1ccc2nc(N(Cc3cccnc3)C(=O)c3ccc4c(c3)OCCO4)sc2c1,3%,3%,·
CCN(CC)S(=O)(=O)c1ccc2c(c1)N(CC(=O)Nc1ccc(F)cc1)C(=O)CO2,?,3%,·
COc1ccc(CNC(=O)c2coc(=O)c3ccccc23)cc1,-14%,5%,5%
CC(CCc1ccccc1)NC(=O)COc1ccc(S(=O)(=O)N2CCOCC2)cc1[N+](=O)[O-] (configuration not stated),?,0%,-26%
CS(=O)(=O)N1CCN(c2ncnc3c2cnn3-c2ccccc2)CC1,-22%,7%,9%
COc1cc(/C=C2/NC(=O)NC2=O)cc(Br)c1OCc1cccc(C(=O)O)c1,-3%,·,0%
Cc1cc(C)c(S(=O)(=O)N(C)CC(=O)NCCCn2ccnc2)c(C)c1,-26%,·,2%
C/C(=N\NC(=O)CN1CCN(S(=O)(=O)c2ccc(C)cc2)CC1)c1ccncc1,16%,4%,-11%
O=C(CN1CCC(n2nnc3cc(F)ccc32)CC1)NC1CC1,-3%,2%,1%
CCCc1nc(NCc2ccncc2)c2nnn(Cc3ccccc3F)c2n1,15µM*,2%,-1%
Cc1ccc2c(C)c(C(=O)N3CCN(Cc4ccc5c(c4)OCO5)CC3)oc2c1C,?,7%,-11%
CS(=O)(=O)c1ccc(C(=O)N(CCc2ccccc2)Cc2ccccc2)cc1,-2%,3%,-12%
C/C(=N/NC(=O)c1cccc(C)c1)c1c(O)cc(C)oc1=O,23µM*,5%,9%
CC(=O)Oc1ccc(C)cc1,0%,-2%,·
O=S(=O)(O)c1cc(OS(=O)(=O)c2ccccc2)cc2ccccc12,16%,·,-3%
O=C(NC1CCCC1)C1CCN(C(=O)c2cccc(Cl)c2)CC1,-17%,·,-2%
CCCN(C(=O)C1CC(=O)N(c2ccccc2C(C)CC)C1)C1CCS(=O)(=O)C1 (configuration not stated),-6%,-2%,·
COc1cc(SC)ccc1C(=O)OCC(=O)NC1CC1,-1%,5%,-11%
Cc1cc(N2CCN(C3CCCCC3)CC2)n2nc(C)nc2n1,-10%,8%,2%
Cc1ccc(C)c(NS(=O)(=O)c2ccccc2C)c1,-5%,0%,-7%
C[C@H](NC(=O)c1nc[nH]c1C(=O)N[C@@H](CCCCNC(=O)OC(C)(C)C)C(=O)OC(C)(C)C)C(=O)OCc1ccccc1,?,·,25%
Cc1cc(S(=O)(=O)n2cnc3ccccc32)c(C)cc1Cl,-7%,2%,2%
O=C(/C=C/c1ccccc1)N1CCCC1CO (configuration not stated),·,6%[21 µM],-2%[12.8 µM]
Fc1ccc(-c2cc(-c3nnc4n3CCCCC4)c3ccccc3n2)cc1,31%[activator],·,-19%
O=c1c2ccccc2ncn1-c1ccc(Cl)cc1[N+](=O)[O-],?,3%,6%
CCN(CC)CCCNc1oc(-c2ccc(OC)cc2)nc1C#N,?,2%,·
CN(C)Cc1cc2ccccc2c2c1COC2,?,·,6%
O=c1[nH]c(C2CCCN(S(=O)(=O)c3ccccc3)C2)nc2c1nnn2Cc1ccccc1 (configuration not stated),?,9%,8%
CN(Cc1ccccc1)S(=O)(=O)c1ccc(NS(C)(=O)=O)cc1,-10%,0%,-8%
Cc1ccc(CNS(=O)(=O)c2ccc(CN3C(=O)c4cccnc4C3=O)s2)o1,-1%,4%,-19%
CCOc1cccc(-c2cc(C(=O)Nc3ccon3)c3ccccc3n2)c1,9.2µM*,5%,4%
O=C(Nc1ccc2c(c1)OCO2)C1CC(c2ccccc2O)=NO1 (configuration not stated),-25%,·,6%
CCc1ccc(-c2cn(-c3nc(C)cc(C)n3)c(=N)o2)cc1,?,1%,21%
COc1ccc(C(=O)NCc2ccncc2)cc1OC,7%,4%,-1%
Cc1onc(-c2c(F)cccc2Cl)c1C(=O)Nc1c(C)n(C)n(-c2ccccc2)c1=O,-7%,5%,5%
CCCC(=O)Nc1cccc(NC(=O)c2cccc([N+](=O)[O-])c2C)c1,?,4%,-7%
Cn1ncc(N=Cc2c(O)ccc3ccccc23)c1C(=O)Nc1cccc(Cl)c1,23µM*,8%,17%

# Taken from above:
# For N370S GC mod, O=C(Nc1ccc2c(c1)OCO2)C1CC(c2ccccc2O)=NO1 (configuration not stated) is entered as 6%
# For N370S GC mod, CCCC(=O)Nc1cccc(NC(=O)c2cccc([N+](=O)[O-])c2C)c1 is entered as -7%

# The list continues.
SMILES,TDP1 cell noCPT,TDP1 inh,N370S GC mod
O=C(Nc1cccc(F)c1)C1CCCN(S(=O)(=O)c2ccc(-n3cnnn3)cc2)C1 (configuration not stated),-15%,·,-3%
O=S(=O)(c1ccccc1)N1CCN(Cc2ccccc2)CC1,-2%&-13%,1%,-10%
COc1ccc(-c2csc(NC(=O)[C@H](C)N3C(=O)C4CC=CCC4C3=O)n2)cc1OC (some centres not stated),?,2%,·
Cc1nc(NCCC(C)C)c2nnn(Cc3ccccc3)c2n1,-15%,·,3%
CC1(C)NC(=O)N(CCOc2cccc(Oc3ccccc3)c2)C1=O,-8%,3%,2%
COC(=O)c1cc(S(=O)(=O)NCCc2ccccc2)c[nH]1,-18%,·,-20%
O=c1c(-c2ccc(F)c(F)c2)nc2cncnc2n1-c1ccccc1,-15%,·,1%
Cc1c(Cl)cccc1NC(=S)NCc1ccc(F)cc1,?,·,-7%
CC1(C(=O)OCC(=O)Nc2ccc3ccccc3c2)CC1(Cl)Cl (configuration not stated),?,-13%,?
N=C1/C(=C\c2ccc(SCc3ccco3)o2)C(=O)N=C2SC=NN12,-13%,?,-4%
O=C(O)CNC(=S)N(Cc1ccccc1)Cc1ccccc1F,3%,-2%,2%
COc1ccc(NC(=O)CSc2nc3ccccc3c(=O)n2-c2ccc3c(c2)OCO3)c(OC)c1,-30%,3%,9%
CCOC(=O)c1ccc(NC(=O)CSc2nnc(-c3ccncc3)n2-c2ccccc2)cc1,-4%,5%,·
Cc1nn(-c2ccccc2)c(Cl)c1/C=N/Nc1ccc(Cl)c(C(=O)O)c1,?,5%,-3%
Cn1ncc(C#N)c1/N=C/N1CCCCCC1,-13%,0%,7%
Cc1csc(NC(=O)Cc2coc3cc(C)c(C(C)C)cc23)n1,16µM*,7%,7%
O=C(c1ccc(F)cc1)c1cn(Cc2ccccc2F)c2cc3c(cc2c1=O)OCCO3,21µM*,6%,·
O=C(Nc1ccccc1)OC1CCCCc2cccnc21 (configuration not stated),?,·,2%
CCOCCCNC(=O)c1cc(Sc2cccc(Cl)c2)nc2ccccc12,15µM*,0%,·
Cc1ccc(CN2CCN(Cc3ccc4ncccc4c3)CC2CCO)cc1 (configuration not stated),?,1%,10%
Cc1c(NC(=O)CSc2ccc(Cl)cc2)cccc1-c1nc2ncccc2o1,?,4%,-1%
CNc1nc(C)c(C#N)c(-c2ccccc2)c1C(C)=O,-26%,5%,-5%
COC(=O)C(N)CS (configuration not stated),25%,10%,-4%
CC(=O)c1sc(NC(=O)c2ccc(Cl)cc2)nc1C,-8%,-3%,-4%
Cc1cc(C(F)F)nn1CC(=O)NC1C(=O)N2C(C(=O)O)=C(CSc3nnnn3C)CSC12 (configuration not stated),1%,·,-1%
COc1ccc(/C=C/C(=O)Nc2cc(S(=O)(=O)N3CCCCC3)ccc2N2CCCCC2)cc1OC,-24%,0%,-6%
COc1ccc(-n2c(C)cc(C(=O)CN3C(=O)NC4(CCc5ccccc54)C3=O)c2C)cc1 (configuration not stated),18µM*,-2%,15%
O=[N+]([O-])c1cc(C(F)(F)F)ccc1NCCc1c[nH]c2ccccc12,?,2%,6%
CN(C)c1nc(C(=O)OCCO)nc(N(C)C)n1,-1%,0%,1%
Cc1nnc(N2CCC(C(=O)NCCc3ccccc3)CC2)c2nn(-c3ccccc3)c(C)c12,26µM*,3%,·
CCOC(=O)c1c(C)[nH]c(C)c1S(=O)(=O)N(C)CC(=O)NCc1cccc(Br)c1,?,4%&3%,-4%
COCCCn1c(SCc2cccc(C(F)(F)F)c2)nc2cc(OC)c(OC)cc2c1=N,-22%,-3%,-6%
CC(C)N(CC#CC(O)(c1ccccc1)c1ccccc1)C(C)C,-29%,6%,-1%

# Of the compounds above, 12 have a Cl atom.
SMILES,TDP1 cell noCPT,TDP1 inh,N370S GC mod
Cc1ccc(-c2nc(CCNC(=O)C(=O)Nc3ccc(C)c(Cl)c3)cs2)cc1,?,-1%,·
O=C(NC1CCCC1)C1CCN(C(=O)c2cccc(Cl)c2)CC1,-17%,·,-2%
Cc1cc(S(=O)(=O)n2cnc3ccccc32)c(C)cc1Cl,-7%,2%,2%
O=c1c2ccccc2ncn1-c1ccc(Cl)cc1[N+](=O)[O-],?,3%,6%
Cc1onc(-c2c(F)cccc2Cl)c1C(=O)Nc1c(C)n(C)n(-c2ccccc2)c1=O,-7%,5%,5%
Cn1ncc(N=Cc2c(O)ccc3ccccc23)c1C(=O)Nc1cccc(Cl)c1,23µM*,8%,17%
Cc1c(Cl)cccc1NC(=S)NCc1ccc(F)cc1,?,·,-7%
CC1(C(=O)OCC(=O)Nc2ccc3ccccc3c2)CC1(Cl)Cl (configuration not stated),?,-13%,?
Cc1nn(-c2ccccc2)c(Cl)c1/C=N/Nc1ccc(Cl)c(C(=O)O)c1,?,5%,-3%
CCOCCCNC(=O)c1cc(Sc2cccc(Cl)c2)nc2ccccc12,15µM*,0%,·
Cc1c(NC(=O)CSc2ccc(Cl)cc2)cccc1-c1nc2ncccc2o1,?,4%,-1%
CC(=O)c1sc(NC(=O)c2ccc(Cl)cc2)nc1C,-8%,-3%,-4%

# These rows are one share of the data (hit frequency here may not be typical).
